Screens: PubChem, several laboratories
pCIP destab = compounds decreasing mouse p/CIP protein stability; AID 1984; 290,000 tested, 0.01% active; F442A p/CIP-EGFP cells, EGFP fluorescence, 16 h; Q05BA5; decrease of EGFP signal, % at 10 µM;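 active = EGFP signal decrease of at least 30% at 10 µM or well 3 SD below plate mean, unless failing retest; inactive = the rest, including hits failing retest or dose response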; note: some compounds called inactive have numbers as strong as hits; many of its hits are not listed in these tables
M4 PAM = potentiates acetylcholine response at human M4 receptor. P08173. CHO-K1 hM4/Gqi5, Fluo-8 calcium fluorescence, ACh EC20; 0% = ACh EC20, 100% = maximal ACh. activation, % at 3 µM. 360,000 tested, 0.4% active. AID 624126;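 active = activation above its plate's cutoff, the mean activation of sample wells plus 3 SD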; note: some results filed as inactive read as strong as hits
Target sequence (P08173 whole entry, looked up): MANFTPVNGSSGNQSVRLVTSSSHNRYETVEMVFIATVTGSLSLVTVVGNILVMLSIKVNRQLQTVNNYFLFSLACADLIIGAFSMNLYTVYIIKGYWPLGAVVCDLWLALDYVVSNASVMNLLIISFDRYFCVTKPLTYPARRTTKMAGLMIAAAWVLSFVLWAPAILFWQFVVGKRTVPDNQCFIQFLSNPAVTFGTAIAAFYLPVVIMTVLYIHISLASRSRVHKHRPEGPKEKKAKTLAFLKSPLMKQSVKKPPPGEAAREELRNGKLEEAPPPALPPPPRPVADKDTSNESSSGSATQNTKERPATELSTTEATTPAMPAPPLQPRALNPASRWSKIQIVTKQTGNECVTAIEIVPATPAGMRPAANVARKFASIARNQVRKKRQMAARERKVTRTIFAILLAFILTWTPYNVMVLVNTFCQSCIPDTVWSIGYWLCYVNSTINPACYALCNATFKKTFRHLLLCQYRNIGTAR
GalR3 antag = blocks the human galanin receptor 3. O60755. HEK293 GalR3-CNG cAMP membrane potential fluorescence; galR3 body fused to GalR1 C-terminus. inhibition, % at 3 µM. 360,000 tested, 0.44% active. AID 651719;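 active = inhibition above the screen-wide average plus 3 SD, cut at about 13% in these data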;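 note: forskolin and galanin both at EC90 stimulate the cells; cAMP rise reported by CNG channel membrane potential dye signal; 0% = forskolin plus galanin with DMSO and 100% = forskolin alone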
CRFR2-BP ag = CRF-BP/CRF-R2 complex agonism. HEK293 CRF-R2/CRF-BP, calcium dye fluorescence (FLIPR); percent of saturating CRF peptide response. activation, % at 13.2 µM. 350,000 tested, 0.46% active;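 active = activation of at least 50%, plus an integration ratio under a set limit after plate pattern correction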;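 note: plate controls were neutral control wells without compound for no effect and CRF at EC100 for full effect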
MEKK3 PB1 HTS = MEKK3-MEK5 PB1 interaction, increase or decrease; Q99759; bead-based flow cytometry, Alexa488-MEK5 binding to MEKK3; actives lie on both sides; 0 = blocked by unlabeled MEK5, 100 = vehicle; binding response (% of control), % at 10 µM; 290,000 tested, 1.4% active; AID 1529;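 active = binding response more than 3 SD above or below the average of its plate-row segment, actives on both sides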;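 note: Alexa488 bead fluorescence after subtracting the streptavidin-only scavenger bead signal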
Target sequence (Q99759 whole entry, looked up): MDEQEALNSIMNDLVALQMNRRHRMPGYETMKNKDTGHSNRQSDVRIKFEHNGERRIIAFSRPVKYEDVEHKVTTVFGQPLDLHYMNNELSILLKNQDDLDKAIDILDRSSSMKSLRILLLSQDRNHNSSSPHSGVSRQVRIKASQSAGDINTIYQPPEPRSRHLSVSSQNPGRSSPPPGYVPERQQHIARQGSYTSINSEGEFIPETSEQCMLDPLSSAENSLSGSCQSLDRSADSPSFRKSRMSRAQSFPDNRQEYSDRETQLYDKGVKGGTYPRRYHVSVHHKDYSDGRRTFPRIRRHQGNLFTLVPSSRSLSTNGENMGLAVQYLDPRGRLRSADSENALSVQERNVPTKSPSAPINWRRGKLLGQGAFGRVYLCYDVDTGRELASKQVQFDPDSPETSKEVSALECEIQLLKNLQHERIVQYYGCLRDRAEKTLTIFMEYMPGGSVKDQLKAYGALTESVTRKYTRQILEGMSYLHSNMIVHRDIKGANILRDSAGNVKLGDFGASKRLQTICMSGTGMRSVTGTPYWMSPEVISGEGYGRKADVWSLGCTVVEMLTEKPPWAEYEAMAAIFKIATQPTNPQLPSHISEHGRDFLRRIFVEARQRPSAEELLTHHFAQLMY
IDE act = IDE (human) activation, cell-based | P14735 | activation, % at 5.96 µM | HEK cells, FAbeta-B cleavage, fluorescence polarization; 0% vehicle, 100% cell-free pure enzyme wells | 340,000 tested, 0.073% active;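 active = activation above the mean of all tested compounds plus 3 SD, set per screening campaign, cut at about 17% in these data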
PHOSPHO1 inh = blocks human PHOSPHO1 phosphatase activity; Q8TCT1; inhibition, % at 13.3 µM; recombinant PHOSPHO1, absorbance phosphatase assay; AID 1565; 290,000 tested, 1.1% active; in the data active = inhibition above about 60%
CRFBP-R2 block = antagonists of CRF-binding protein/CRF-R2 receptor complex. HEK293 CRF-R2/CRF-BP, CRF-induced calcium fluorescence. inhibition, % at 11.8 µM. 350,000 tested, 0.59% active. AID 588475;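 active = inhibition of the ligand-induced calcium signal above about 50% at the single tested concentration, limit read from the data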
IDE cell inh = inhibitors of human insulin-degrading enzyme in cells; P14735; HEK cells, FAbetaB cleavage, fluorescence polarization; inhibition, % at 5.59 µM; 320,000 tested, 0.41% active; AID 434962;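 active = percent inhibition above the average of all tested compounds plus 3 SD, set per screening campaign, cut at about 16% in these data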;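 note: IDE supplied by intact live HEK cells; FP after avidin binding of uncleaved biotin substrate so inhibition keeps polarization high; 0% = DMSO wells and 100% = 60 µM reference IDE inhibitor Ii1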
Active calls of the source: *; . = not tested or not shown.

CRFR2-BP ag	CRFBP-R2 block	IDE cell inh	MEKK3 PB1 HTS	PHOSPHO1 inh	IDE act	M4 PAM	GalR3 antag	pCIP destab	compound
.	.	7.7	98.0	44.8	.	.	.	-4.7	CCOCC(=O)Nc1cc(Cl)c(OC)cc1OC
2.0	-16.1	-0.6	103.0	35.2	7.8	15.9*	-0.5	-5.1	CCOc1ccc(S(=O)(=O)NCCc2cn3ccccc3n2)cc1
.	.	0.1	101.0	27.0	.	.	-8.2	4.4	CC(=O)c1ccc(NC(=O)C(C)Sc2nnc(C3CCCCC3)o2)cc1 (stereo unspecified)
-1.9	-11.2	1.1	110.0	-0.6	-5.9	-1.9	-1.6	12.8	COC(=O)c1cn(C)c2ccc(S(=O)(=O)N3CC(C)CC(C)C3)cc2c1=O (stereo unspecified)
0.1	-7.0	1.9	101.0	40.8	2.7	19.1	-6.7	-3.2	COc1ccc(C(=O)N(CN2CCCC2=O)c2ccc(C)cc2)cc1
-1.8	16.9	-2.3	100.0	-2.7	-1.5	1.8	-5.3	-3.4	CNc1nc(N/N=C/c2ccc([N+](=O)[O-])cc2)nc(Nc2ccccc2)n1
0.2	-10.1	.	.	.	-7.1	8.4	-0.8	.	O=C(Nc1ccn(CCCNCCCN2CCCC2=O)c(=O)n1)OCc1ccccc1
1.1	-11.6	8.5	105.0	-17.2	6.8	9.9	-7.8	-5.8	CCCCC#Cc1cncc(C(=O)N/N=C/c2ccccc2)c1
-0.1	1.8	4.0	.	.	-3.1	4.6	-5.1	.	CCN(C[C@H]1N[C@@](CC)(C(=O)OC)[C@H]2C(=O)N(Cc3ccccc3)C(=O)[C@@H]12)C(=O)COC
0.0	-9.4	2.0	105.0	41.2	2.3	-10.1	-3.5	-0.6	O=C1N(Cc2cccnc2)C[C@@H]2C[C@@H](c3cccc(OCc4ccccc4)c3)N3CCC[C@@]123
-0.6	-35.6	7.5	88.0	-25.0	0.8	0.2	9.8	-12.2	CC1(C)CC(=O)C=C(NC2=CC3OC(c4ccccc4)OCC3OC2=O)C1 (stereo unspecified)
-3.3	2.9	.	.	.	3.3	0.2	-5.5	.	O=[N+]([O-])c1ccc(N2CCOCC2)cc1
3.2	-6.1	-0.1	.	.	0.4	4.0	-5.1	.	Cc1nn(C2CCS(=O)(=O)C2)c(C)c1CN(C)C(=O)c1ccccc1 (stereo unspecified)
6.5	-1.5	-2.2	104.0	42.2	-0.8	-7.3	-7.3	-4.6	COCCCNC(=O)c1cn(-c2cccc(OC)c2)c(=O)c2ccccc12
-0.2	-5.1	1.7	98.0	-115.9	4.4	-5.1	-7.8	-23.6	CN(C)C1(CNC(=O)C2CCC(=O)N(Cc3ccc(Cl)cc3)C2)CCCCC1 (stereo unspecified)
-1.6	18.6	-1.9	123.0*	3.9	4.1	4.6	-0.8	-6.1	CC(C)NC(=O)C(OC(=O)c1ccccc1)C(OC(=O)c1ccccc1)C(=O)O (stereo unspecified)
-1.9	27.2	-8.4	98.0	-42.6	-2.7	10.2	-3.6	1.5	Cc1c(C(=O)O)nnn1-c1nonc1N
-2.4	2.6	-0.4	.	.	1.5	-1.3	-1.3	.	CN(C(=O)c1ccc(NC(=O)C2CCN(C(=O)OC(C)(C)C)CC2)cc1)C1CC1
-0.1	16.4	.	107.0	-12.6	1.7	-6.5	-1.7	2.2	S=C(NCCc1cccc(Cl)c1)NC1CCCCC1
-0.1	-6.1	2.3	.	.	2.5	3.3	-4.8	.	COc1ccc(-c2nc(S(=O)(=O)c3ccccc3)c(NCCCN3CCOCC3)o2)cc1
-2.0	6.1	9.9	109.0	17.4	4.8	-3.9	-5.2	-1.2	COc1cc(NC(=O)c2ccco2)c(OC)cc1NC(=O)CCC(=O)Nc1cc(C)cc(C)c1
0.1	4.2	-0.2	99.0	-9.0	-4.2	-0.4	0.6	6.2	O=C(CS(=O)(=O)c1ccccc1)Nc1ccc(N2CCOCC2)cc1
4.4	-2.9	2.1	.	.	3.1	-13.8	.	.	C[N+](C)(CCCCCC[N+](C)(C)CCCN1C(=O)c2cccc3cccc(c23)C1=O)CCCN1C(=O)c2cccc3cccc(c23)C1=O
0.7	-4.1	-2.8	.	.	5.1	0.8	-3.0	.	CCOc1ccc(S(=O)(=O)NCCC(=O)NCC(c2cccs2)N(C)C)cc1 (stereo unspecified)
-0.5	14.1	3.3	104.0	10.7	-1.2	-5.1	-1.9	0.7	Cc1c(NC(=O)c2ccc3c4c(cccc24)CC3)c(=O)n(-c2ccccc2)n1C
-0.2	50.5*	-0.1	.	.	2.7	-1.1	-5.1	.	Cc1ccc2c(CC(=O)NCC(=O)Nc3c(C)cccc3C)coc2c1
-1.0	4.8	1.3	101.0	-8.7	2.2	-10.4	-4.7	2.4	Cc1ccc(/C=C2\SC(=S)N(CCC(=O)NCCCN3CCOCC3)C2=O)cc1
113.6*	-196.3	3.0	90.0	33.9	.	-1.0	-2.0	-14.3	C=CCSc1nnc(C)c(/C=C/Nc2ccc(Cl)cc2)n1
2.0	3.7	-2.6	.	.	5.7	3.3	-5.2	.	O=C(COC(=O)C1=COCCO1)Nc1ccc(Cl)cn1
0.5	-6.5	-4.2	97.0	10.8	-5.2	-1.0	-9.0	-5.4	CCC(CC)c1nnc(NC(=O)C2CC(=O)N(C3CCCC3)C2)s1 (stereo unspecified)
1.6	-12.3	-0.5	98.0	22.6	0.5	-6.2	-8.9	-7.7	Cc1cccc(NC(=O)c2ccc(CN3CCc4ccccc4C3)cc2)c1C
-1.4	3.0	.	100.0	-2.0	1.4	-7.3	2.5	-5.5	Cc1ccc(C(=O)N2CCCC(CCC(=O)NCc3ccc(F)c(F)c3)C2)cn1 (stereo unspecified)
-0.2	16.9	0.0	103.0	1.0	-2.2	-2.3	-10.1	-1.0	CSc1cccc(NC(=O)COc2cccc3ccccc23)c1
-2.7	-36.5	5.4	102.0	12.3	1.1	9.4	.	1.1	CCC(Sc1nc2ncccc2[nH]1)C(=O)N1CCOCC1 (stereo unspecified)
-0.7	-8.3	3.6	95.0	23.8	2.5	14.2	1.1	-1.5	CC(=O)N(c1ccc(C(C)C)cc1)C1C=CS(=O)(=O)C1 (stereo unspecified)
-2.5	27.7	6.5	.	13.3	7.2	-1.3	1.6	-8.2	COc1cc(-c2ncc3ccccn23)cc(OC)c1OC
-0.3	-0.1	2.2	104.0	.	5.2	-1.3	-1.4	-7.0	O=C(O)c1ccc(NC(=O)c2ccccc2NC(=O)c2ccccc2Cl)cc1
0.0	0.1	1.7	.	.	2.4	3.6	-4.0	.	Cc1ccc(C(=O)OCC(=O)NCCc2ccc(S(N)(=O)=O)cc2)o1
-0.5	-28.3	0.2	98.0	11.2	4.6	-0.7	4.5	2.1	O=C(CCCN1C(=O)/C(=C\c2cccs2)SC1=S)Nc1cccnc1
-1.1	5.4	-0.2	100.0	-18.3	0.8	-6.4	3.1	-11.0	COc1ccccc1NC(=O)/C=C\C(=O)O
3.0	-3.2	.	.	.	2.0	-4.2	1.7	.	O=C(NNCc1ccccc1)c1ccccc1
0.7	-37.8	-2.1	96.0	22.4	-0.5	-10.1	-9.8	-7.5	COc1cccc(NC(=S)N2C3CCCC2CC(NC(=O)C2CC2)C3)c1 (stereo unspecified)
-0.1	-6.8	-0.3	104.0	20.0	-0.7	-6.8	1.8	-6.6	COc1ccc(N(C(=O)CNC(=O)c2ccco2)C(C(=O)NCC2CCCO2)c2ccccc2)cc1 (stereo unspecified)
0.1	5.0	1.6	101.0	42.8	3.6	5.0	-5.3	-1.4	CCOC(=O)CNc1nc2ccccc2n2c(C)nnc12
1.6	4.0	2.3	105.0	-26.2	-0.8	-2.1	-4.2	4.2	CCCCc1cc(=O)oc2c(CN3CCCC3)c(O)ccc12

Entries of single compounds, looked up by structure. Order of screens: CRFR2-BP ag, CRFBP-R2 block, IDE cell inh, MEKK3 PB1 HTS, PHOSPHO1 inh, IDE act, M4 PAM, GalR3 antag, pCIP destab
Results for O=C(NNCc1ccccc1)c1ccccc1 = 3.0, -3.2, ., ., ., 2.0, -4.2, 1.7, .
Results for CCOC(=O)CNc1nc2ccccc2n2c(C)nnc12 = 0.1, 5.0, 1.6, 101.0, 42.8, 3.6, 5.0, -5.3, -1.4

(listing goes on)
CRFR2-BP ag	CRFBP-R2 block	IDE cell inh	MEKK3 PB1 HTS	PHOSPHO1 inh	IDE act	M4 PAM	GalR3 antag	pCIP destab	compound
6.0	6.9	7.4	106.0	5.5	-1.4	-13.2	-3.3	-8.1	Cc1ccc(NC(=O)C(C)c2ccc(-c3ccccc3)c(F)c2)cc1 (stereo unspecified)
0.3	0.4	0.5	.	14.4	-0.4	9.5	1.2	-3.0	Cc1ccc(S(=O)(=O)CCC(=O)N2CCc3ccccc32)cc1
1.0	2.6	2.7	132.0*	5.8	6.2	1.8	5.3	1.3	Cc1cccc2cc(CN(CCN3CCOCC3)C(=O)Nc3ccccc3F)c(=O)[nH]c12
0.5	-23.0	6.0	104.0	0.7	2.7	-1.4	-1.8	0.9	COc1ccc(CSc2nnc(C)n2N)cc1Br
-1.4	8.2	2.6	.	.	4.6	5.0	-2.1	.	O=C(COC(=O)c1cc(Br)ccc1O)NC1CCCCCC1
4.9	-2.8	-0.2	95.0	5.9	0.1	1.5	-6.1	-2.3	O=C(O)c1cc(-c2cccnc2)nc2ccc(Br)cc12
-1.4	-46.4	-3.6	101.0	17.4	-0.7	3.9	-1.3	-10.7	CCCSC1=C(C#N)C(c2ccc(Cl)cc2Cl)CC(=O)N1 (stereo unspecified)
0.8	-29.4	.	.	.	-0.8	4.5	-1.3	.	COCCCNC(=O)CC1C[C@H](C(=O)N2CCOCC2)[C@@]2(CCC3CCCC3)c3[nH]c4ccc(OC)cc4c3CCN2C1=O (stereo partly specified)
1.5	-1.8	0.9	95.0	-14.5	1.7	-2.3	0.6	-10.7	CCn1nc(C(=O)OCC(=O)Nc2ncc(Cl)c(C)c2Cl)c2ccccc2c1=O
5.0	10.5	-2.5	98.0	31.2	0.2	-26.5	-5.8	-22.7	O=C(C[n+]1ccccc1)Nc1ccc(Oc2ccccc2)cc1
0.5	-0.2	0.3	87.0	47.1	5.4	-1.9	6.7	-4.1	Cc1nc(CN(C)C(=O)c2ccccc2OC2CCN(S(C)(=O)=O)CC2)cs1
0.0	4.9	5.2	106.0	10.4	1.5	2.4	-5.6	7.5	CCn1c(SCC(=O)c2ccc(C)cc2)nnc1-c1ccncc1
2.1	-16.2	4.6	88.0	13.3	1.8	0.2	0.2	24.0	CCOC(=O)c1ccccc1NC(=O)c1ccc2nccnc2c1
-0.9	-50.0	1.0	93.0	17.9	3.1	-1.7	-4.5	0.8	CC(C)(C)NC(=O)CN(C(=O)CS(=O)CC(=O)Nc1ccc(F)cc1)c1ccc(F)c(Cl)c1 (stereo unspecified)
-1.1	-0.4	2.0	96.0	22.6	-1.3	-1.1	-3.8	-5.8	CSc1ccccc1OCc1cc(C(=O)N2CCSCC2)no1
-0.9	8.3	-2.1	.	9.7	-2.4	-7.0	-5.8	-12.9	Cc1nc2ncnn2c(C)c1CCC(=O)NCCCN1CCN(c2cccc(Cl)c2)CC1
-2.7	-5.0	4.8	119.0	1.0	3.9	-0.9	4.4	0.3	O=C(Cc1ccc(F)cc1)Nc1cccc2cccnc12

Filtered by structure, those above containing a thiophene ring, fused or not
CRFR2-BP ag	CRFBP-R2 block	IDE cell inh	MEKK3 PB1 HTS	PHOSPHO1 inh	IDE act	M4 PAM	GalR3 antag	pCIP destab	compound
0.7	-4.1	-2.8	.	.	5.1	0.8	-3.0	.	CCOc1ccc(S(=O)(=O)NCCC(=O)NCC(c2cccs2)N(C)C)cc1 (stereo unspecified)
-0.5	-28.3	0.2	98.0	11.2	4.6	-0.7	4.5	2.1	O=C(CCCN1C(=O)/C(=C\c2cccs2)SC1=S)Nc1cccnc1
